Assay outcomes (PubChem)
Lipid storage S3 = qHTS Assay for Lipid Storage Modulators in Drosophila S3 Cells; lipid storage change, negative = inhibition, % at the top dose, mostly 46.1 µM; hits show Potency in µM; Drosophila S3 cells, BODIPY lipid droplet fluorescence, 18-24 h; cells fed with added oleic acid; 320,000 compounds, 0.64% hits; active = well fitted inhibition curve with a large enough effect in the signal ratio, with a control signal flat, not every such curve was filed as active; inconclusive = small, poorly fitted or top-dose-only effect, or effect the other way, or a change in a side signal; the % refers to the signal ratio
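Laser-scanning cytometry quantifies lipid droplet accumulation (500–530 nm total intensity; droplet/cell object ratio) in oleic acid-fed (400 uM added) Drosophila S3 cells treated with a concentration series. 20 uM Triacsin C defined 100% inhibition.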
Lipid storage S3 cell count max = second read-out of Lipid storage S3, no call of its own (marks repeat the call); cell number change, %; measured here: cell count max response;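 cells counted by Cell Tracker Red CMTPX staining in the red channel; peak over a dose series mostly up to 46.1 µM; percent activity relative to internal control wells on each plate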
* hit, by the source's call; i = inactive; ? = inconclusive; · = no result given. % is scaled to controls: 0 for no effect and ±100 for the full control effect; potency is read from the fitted curve at half-maximal effect. This is a subset (hit frequency here may not be typical).

smiles	Lipid storage S3	Lipid storage S3 cell count max
O=C(CN1C(=O)c2ccccc2C1=O)N1CCN(c2nnc(-c3ccccc3)c3ccccc23)CC1	?	·
COc1ccc(OC2C(=O)N(Cc3ccc(F)cc3)C2c2cc(OC)c(OC)c(OC)c2)cc1 (stereo not given)	-5.9%	1.6
O=C(c1ccco1)N1CCN(c2ncnc3c(-c4ccccc4)nsc23)CC1	19.7%	4.9
CCOC(=O)c1ccc(N2C(=O)c3n[nH]c(C)c3C2c2ccc(OC)cc2OC)cc1 (stereo not given)	8.6%	-13.8
O=C(NCc1cccc(C(F)(F)F)c1)c1ccc2c(c1)OCCO2	?	·
CS(=O)(=O)N1CCN(c2ccnc3cc(Cl)ccc23)CC1	-3.2%	-1.4
CC(=O)Nc1ccc(S(=O)(=O)N2CCCN(S(=O)(=O)c3ccc(NC(C)=O)cc3)CC2)cc1	10.4%	-11.8
CSc1ncc(CN2CCCC(C(=O)c3ccc(C(C)(C)C)cc3)C2)cn1 (stereo not given)	?	·
Cc1ccc(NC(=O)CCC(=O)OCC(=O)c2ccc(Oc3ccc([N+](=O)[O-])cc3)cc2)c(C)c1	17.0%	·
N/C(=N\OC(=O)CC1CCCCC1)c1ccc(Cl)cc1	?	·
CCOC(=O)c1cnn(Cc2ccc(C)cc2)c1N	?	·
Cn1c(N)c(C(=O)CSc2nnnn2-c2ccccc2)c(=O)n(C)c1=O	0.8%	8.8
O=S(=O)(c1ccc(OCC(O)CN2CCC(Cc3ccccc3)CC2)cc1)N1CCOCC1 (stereo not given)	?	·
COc1cc(OC)nc(Oc2ccccc2C(=O)Oc2ccc(Cl)cc2)n1	1.7%	-14.1
Cc1ccccc1NC(=S)NC1(C)CCS(=O)(=O)C1 (stereo not given)	?	·
Cc1[nH][nH]c(=O)c1C	?	·
COc1ccccc1C(CNC(=O)c1cccc(S(=O)(=O)Nc2ccc(C)cc2)c1)N(C)C (stereo not given)	?	·
CC(=O)c1ccc(NS(=O)(=O)c2ccc(N/C=C/C(=O)c3ccc(F)cc3)cc2)cc1	?	·
CC1CCc2cc(F)ccc2N1C(=O)CSc1nnc2c(n1)[nH]c1ccccc12 (stereo not given)	?	·
CCOc1ccc(/C=N/NC(=O)c2[nH]ncc2Br)c(O)c1	?	·
O=C(COC(=O)c1ccc(Cl)cc1O)Nc1cccnc1Cl	-0.3%	-13.7
Clc1ccc(OCCCc2nc(-c3ccncc3)no2)c(Cl)c1	?	·
CN(Cc1ccccc1)c1ccc(C(CC(N)=O)NC(=O)c2ccccc2)cc1[N+](=O)[O-] (stereo not given)	10.4%	-21.3
COc1ccc(OC)c(S(=O)(=O)N2CCN(Cc3ccccc3)CC2)c1	?	·
O=C(CN1C(=O)NC2(CCCC2)C1=O)Nc1ccc(OC(F)(F)F)cc1	?	·
Cc1cc(C)c(S(=O)(=O)Nc2ccc3[nH]c(=O)[nH]c3c2)c(C)c1	?	·
COC(=O)C(CCSC)NC(=O)c1cc2c(n(-c3ccccc3)c1=O)CC(C)(C)CC2=O (stereo not given)	9.0%	7.4
COc1ccccc1-n1c(SCC(=O)Nc2cc(C)on2)nc2c(c1=O)SCC2	?	·
Cc1ccc(C(=O)N/C(=C\c2cccs2)C(=O)NCCc2ccccn2)cc1C	-2.4%	·
COc1cccc(CN2CCN(CCc3ccccc3)C(CCO)C2)c1OC (stereo not given)	9.6%	19.2
CCOC(=O)Cc1c(C)nc(Cc2ccc(OC(C)C)cc2)[nH]c1=O	-7.5%	11.8
CCCn1nc(C(=O)OCC(=O)Nc2ncc(Cl)c(C)c2Cl)c2ccccc2c1=O	5.5%	10.9
CN(C)CCOC(=O)COc1ccc(Cl)cc1	-2.8%	-15.0
COc1cc(C(=O)NCc2ccc3c(c2)OCO3)c([N+](=O)[O-])cc1OC	i	11.5
O=C(Nc1ccccc1F)c1ccco1	-6.8%	-18.9
CC(C)Cc1nnc(NC(=O)c2cc(-c3ccccc3)nc3ccccc23)s1	11.5%	-9.9
CCOC(=O)C1CCN(C(=O)Cc2c(C(=O)O)n(CC)c3ccccc23)CC1	?	·
NS(=O)(=O)c1ccc(CCNC(=O)CN2CCN(c3cccc(Cl)c3)CC2)cc1	?	·
CC(=O)Nc1ccc(S(=O)(=O)N2CCCN(S(=O)(=O)c3ccc(C)cc3)CC2)cc1	-13.6%	-14.2
CCOC(=O)C1=C(C)OC(N)=C(C#N)C1c1ccc(O)c(OC)c1 (stereo not given)	?	·

The closing 2 compounds of the section above come first, to join the parts.
smiles	Lipid storage S3	Lipid storage S3 cell count max
CC(=O)Nc1ccc(S(=O)(=O)N2CCCN(S(=O)(=O)c3ccc(C)cc3)CC2)cc1	-13.6%	-14.2
CCOC(=O)C1=C(C)OC(N)=C(C#N)C1c1ccc(O)c(OC)c1 (stereo not given)	?	·
N#Cc1ccsc1NC(=O)CN1CCN(c2ccccn2)CC1	-12.6%	5.9
O=C1C(=O)N(CCCN2CCOCC2)C(c2cccs2)/C1=C(/O)c1ccc2c(c1)OCO2 (stereo not given)	0.3%	15.7
Cc1c(NCc2cc(Cl)ccc2O)c(=O)n(-c2ccccc2)n1C	8.4%	-0.5
CCOc1ccc(-c2nc(C#N)c(NCC3CCCO3)o2)cc1 (stereo not given)	?	·
Cc1nn(C)cc1C(C)NCc1c(C(=O)N2CCCCCCC2)nc2ccc(Cl)cn12 (stereo not given)	3.3%	16.0
O=C(NNC(=O)C(O)(c1ccccc1)c1ccccc1)C1CC1	?	·
CCN1CCN(C(=O)CCN2C(=O)c3ccccc3C2=O)CC1	?	·
CCNc1nc(NC(C)C)nc(N(C)C#N)n1	?	·
COC(=O)c1ccccc1NC(=O)C1CC(=O)N(c2ccc(F)cc2)C1 (stereo not given)	i	·
COCCN(C(=O)CSCC(=O)Nc1ccc(C)cc1)c1c(N)n(CC(C)C)c(=O)[nH]c1=O	?	·
CCN1CCN(C2CCN(C(C)=O)CC2)CC1	?	·
O=C(NCC12CC3CC(C1)CC(CNC(=O)N1CCCC1)(C3)C2)N1CCCC1	i	5.3
CC(=O)NCCc1ccc(S(=O)(=O)NC2OC(=O)c3ccccc32)cc1 (stereo not given)	-0.5%	-9.0
COC(=O)Cn1c(CN2CCOCC2)nc2c1c(=O)n(C)c(=O)n2C	?	·
Cc1nn(CCCC(=O)NCc2ccco2)c(=O)c2nn(-c3ccccc3)c(C)c12	15.5%	·
O=S(=O)(/N=C(/Nc1nc2ccccc2s1)c1ccccc1)c1ccc(F)cc1	?	·
Cc1cc(C)n(CCc2nc(-c3ccco3)cs2)n1	?	·
O=C(Nc1ccc(-c2nc3cc(Cl)ccc3o2)cc1)C1CCCO1 (stereo not given)	0.1%	-13.2
COc1cccc(Nc2nc(C)nc3c2oc2ccccc23)c1	?	·
CCCCc1nnc(SCCSc2nnc(CCCC)n2N)n1N	?	·
CCn1c(=O)n(-c2ccc(Cl)cc2)c(=O)c2c3c(sc21)COC(C)(C)C3	?	·
Cn1c(=O)c2c(nc(NCCNC(=O)c3ccco3)n2Cc2ccc(Cl)cc2Cl)n(C)c1=O	?	·
Cc1cccc(Nc2cc(=O)[nH]c(=O)[nH]2)c1	?	·
Cc1ccc(S(=O)(=O)NC(C)C(=O)N2CCOCCOCCOCCOCC2)cc1 (stereo not given)	?	·
Cc1ccc(NC(=O)Cn2c(O)c(N=NC(=O)c3cc([N+](=O)[O-])ccc3O)c3ccccc32)cc1	?	·
COc1ccc(-c2c(O)c(C#N)c(-c3ccccc3)n(-c3ccc(OC)cc3)c2=O)cc1	?	·
O=C(CSc1nnc(Cc2ccccc2)n1-c1ccccc1)NNC(=O)Cc1ccccc1	?	·
Cc1cccc(-n2c(CNC(=O)c3ccccc3)nnc2SCC(=O)Nc2nccs2)c1	i	·
O=C(CSc1nnc(-c2n[nH]c3ccccc23)n1-c1ccccc1)Nc1ccccc1Cl	?	·
CCN(CC)c1ccc(/C=C2\CCC(/C=C(\C#N)C(=O)Nc3ccccc3F)=C2N2CCOCC2)cc1	0.581µM*	2.0*
CCc1cc2c(SCC(=O)O)ncnc2s1	4.1%	-2.3
Cc1ccc(NC(=O)C(C)OC(=O)CCN=C2NS(=O)(=O)c3ccccc32)cc1 (stereo not given)	?	·
CN(C(=O)COC(=O)c1ccc2c(c1)OCO2)c1c(N)n(Cc2ccccc2)c(=O)[nH]c1=O	?	·
COCCOCCn1cnc2ccccc21	?	·
COC(=O)CCCNC(=O)c1ccc2nc(Cc3ccc(OC)cc3)oc2c1	i	6.4
O=C(CNc1ccc(F)cc1)N/N=C/c1c(O)ccc2ccccc12	-10.8%	-11.6
O=C(CSc1nnc(C2CC2)n1Cc1ccco1)NCC(F)(F)F	?	·
O=C(c1cccc(C(F)(F)F)c1)N1CCC(O)(CS(=O)(=O)Cc2ccccc2)CC1	-7.1%	-8.6
COc1ccccc1OCc1ccc(C(=O)N2CCOCC2)o1	2.2%	20.6
CCOC(=O)c1ccc(N/C=C2\CCCCC2=O)cc1	0.1%	7.6

Some of the entries so far, with two lines to a compound.
The line under a structure holds: Lipid storage S3	Lipid storage S3 cell count max
> COc1ccc(-c2c(O)c(C#N)c(-c3ccccc3)n(-c3ccc(OC)cc3)c2=O)cc1
    ?	·
> COc1ccc(OC)c(S(=O)(=O)N2CCN(Cc3ccccc3)CC2)c1
    ?	·
> CSc1ncc(CN2CCCC(C(=O)c3ccc(C(C)(C)C)cc3)C2)cn1 (stereo not given)
    ?	·
> COc1ccccc1-n1c(SCC(=O)Nc2cc(C)on2)nc2c(c1=O)SCC2
    ?	·

Additional entries.
smiles	Lipid storage S3	Lipid storage S3 cell count max
CCOc1ccc(NC(=S)Nc2ccc(OCc3ccccc3)cc2)cc1	-9.6%	-1.6
CC1(C)N=C(N)NC(Nc2cccc(Br)c2)=N1	?	·
CCOC(=O)N1CCN(c2c(N3CCN(C(=O)OCC)CC3)c(=O)c2=O)CC1	?	·
CCCCc1ccc(NC(=S)NCCO)cc1	-23.0%	·
CC(=O)Nc1ccc(NC(=O)N2CCCCC2)cc1	?	·
COc1cc(N2C(=O)CSC2=S)cc(OC)c1OC	?	·
Cc1occc1C(=O)N/N=C/c1cnn(C)c1C	-2.2%	-3.4
O=C(NCCc1ccccc1)c1cnc2n(c1=O)CCS2	0.0%	-6.1
Cc1cc(Br)ccc1NC(=O)CN(C)C(=O)C1CSC2(C)CCC(=O)N12 (stereo not given)	?	·
CCOc1ccccc1NC(=S)NNS(=O)(=O)c1c(C)cc(C)cc1C	?	·
O=C1CCC(=O)N1OCCCOc1ccc(Br)cc1Cl	7.7%	-6.8
COc1c(/C=N/NC(=O)[C@H]2C[C@@H]2c2ccccc2)c(CCN(C)C(C)=O)cc2c1OCO2	?	·
CCOC(=O)CSc1nnc(CNc2ccc(Cl)cc2)n1Cc1ccccc1	?	·
O=C(N/C(=C\c1ccc(Br)cc1)C(=O)N1CCCC1)c1cccs1	?	·
O=C(c1ccc2c(c1)OCO2)C1CCCN(Cc2cc(F)ccc2-n2cccn2)C1 (stereo not given)	17.0%	10.0
O=C(N/N=C\c1cn[nH]c1-c1ccccc1)c1cccnc1	?	·
Cc1sc2nc(SCC(=O)NCc3ccco3)n(-c3ccccc3)c(=O)c2c1C	?	·
CCc1cc(=O)oc2c(CN3CCCC3)c(O)c(Cl)cc12	?	·
CCCCn1c(N)c(N(CCOC)C(=O)CN2C(=O)C3CCCCC3C2=O)c(=O)[nH]c1=O (stereo not given)	?	·
CCc1ccccc1NC(=O)N[C@@H](C)C(=O)OC	?	·
CCCCc1ccc(CC(=O)Nc2cc(S(=O)(=O)N3CCOCC3)ccc2O)cc1	20.6µM*	-16.2*
O=C(CCc1c[nH]c2ccccc12)N1CCCC1	i	15.5
Cc1ccc(CCNC(=O)Cn2ncc3c([nH]c4ccccc43)c2=O)cc1	i	12.6
O=C(Nc1ccncc1)c1cn(-c2ccccc2)nc1-c1cccs1	?	·
Cc1nn(Cc2noc(C(=O)NCc3ccc4c(c3)OCO4)n2)c(C)c1Br	i	17.9
COc1cc(NC(=O)c2cc(OC)c(OC)c(OC)c2)cc(-n2cnnn2)c1	?	·
COC(CN(C)C(C(=O)NC1CCCCC1)c1ccccc1)OC (stereo not given)	0.9%	11.4
CCCn1c(-c2ccc(C(=O)OC)cc2)nc2c1c(=O)[nH]c(=O)n2Cc1ccccc1	?	·
CCCC(=O)Nc1ccc(-c2nc3cc(C)ccc3o2)cc1	?	·
COCCNC(=O)c1onc(CSc2cccc(C)c2)c1C(=O)O	0.0%	0.3
CCO/C=C1/C(=O)N(c2ccccc2OC)C(=O)c2ccccc21	?	·
O=C(/C=C/c1ccc(Br)cc1)NC1CCCCCC1	?	·
CC(=O)NCC1CCCN(Cc2cn(-c3ccccc3F)nc2-c2cc(C)sc2C)C1 (stereo not given)	?	·
CC(=O)N1CCn2c3ccc(C)cc3c3cccc1c32	5.0%	-1.7
Cc1cccc(NS(=O)(=O)c2ccc(NC(=O)N3CCCCC3)cc2)c1	-13.4%	18.3
CC(=O)c1c(C)nn(CC(O)COc2ccc3ccccc3c2)c1C (stereo not given)	13.4%	24.1
